# TRHR enhancer – TRH receptor (human) allosteric enhancement; enhancement, % at 2 µM; TRHR cells, fluo-8 calcium fluorescence, EC20 TRH enhancement; P34981; hit rate 0.66% among 360,000; in the data active = enhancement above about 30%; also: 0% is about no effect
# Target sequence (P34981 whole entry, looked up): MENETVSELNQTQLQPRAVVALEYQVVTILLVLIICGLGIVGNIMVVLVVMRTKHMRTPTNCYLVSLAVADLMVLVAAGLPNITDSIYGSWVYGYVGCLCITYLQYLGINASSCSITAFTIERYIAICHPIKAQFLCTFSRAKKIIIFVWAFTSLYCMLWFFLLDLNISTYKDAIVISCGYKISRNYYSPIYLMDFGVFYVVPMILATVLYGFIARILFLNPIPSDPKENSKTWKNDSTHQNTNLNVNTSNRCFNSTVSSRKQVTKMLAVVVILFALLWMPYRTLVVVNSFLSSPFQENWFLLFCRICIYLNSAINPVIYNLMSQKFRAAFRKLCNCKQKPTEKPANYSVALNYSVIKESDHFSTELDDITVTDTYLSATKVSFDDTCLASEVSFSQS
#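 Enhancer read-out: after compound pinning and an initial kinetic agonist-mode read, an EC20 of TRH (10 nM final) was injected and fluo-8 calcium signal (Ex 480/Em 530) followed at 1 s/cycle for 100 cycles in TRHR-expressing cells.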
# rTrxR1 inhibitor – inhibitors of rat thioredoxin reductase 1; O89049; recombinant rTrxR1, NADPH fluorescence consumption, selenite substrate; Potency, µM (top dose mostly 114 µM), for the others: at the highest dose activity change, negative = inhibition, actives largely listed as inhibitors; hit rate 1% among 390,000; AID 588453; also: potency is read from the fitted curve at half-maximal effect; % is scaled to controls: 0 for no effect and ±100 for the full control effect; nearly all actives have a fitted effect of over 65% in size
#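 Rat TrxR1 (90 nM in the dispensed reagent) was pre-reduced with 400 uM NADPH for 5 min at room temperature, then incubated with compound for 15 min. After 400 uM selenite was added, NADPH fluorescence (Ex 340/Em 450 nm) was followed for 8 min.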
# IDH1 R132H inh – inhibitors of human mutant IDH1 R132H; Potency, µM (titrated, usually from 76.6 µM), inactives show at the top dose activity change, negative = inhibition, usual class: inhibitors; O75874; IDH1-R132H enzyme, NADPH consumption, diaphorase/resazurin fluorescence; hit rate 0.093% among 390,000; also: potency is read from the fitted curve at half-maximal effect; % is scaled to controls: 0 for no effect and ±100 for the full control effect; nearly all actives have a fitted effect of over 65% in size
# Target sequence (O75874 whole entry R132H, stated change not applied): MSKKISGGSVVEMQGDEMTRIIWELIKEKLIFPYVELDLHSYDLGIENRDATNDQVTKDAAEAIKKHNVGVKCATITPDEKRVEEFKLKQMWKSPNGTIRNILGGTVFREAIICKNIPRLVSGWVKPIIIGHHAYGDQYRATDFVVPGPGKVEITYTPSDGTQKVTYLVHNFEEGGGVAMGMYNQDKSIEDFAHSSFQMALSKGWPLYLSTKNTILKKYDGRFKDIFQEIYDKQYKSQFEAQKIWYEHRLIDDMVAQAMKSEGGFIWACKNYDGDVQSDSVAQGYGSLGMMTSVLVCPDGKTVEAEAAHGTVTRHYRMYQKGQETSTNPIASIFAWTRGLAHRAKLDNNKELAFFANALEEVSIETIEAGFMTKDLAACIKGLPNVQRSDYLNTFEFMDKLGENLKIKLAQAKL
#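 IDH1-R132H (0.5 ug/mL dispensed) in pH 7.5 Tris buffer was preincubated 30 min with compound, then given a substrate mix of 0.016 mM NADPH and 2 mM alpha-KG for 80 min at room temperature; remaining NADPH was read by diaphorase/resazurin fluorescence.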
# USP1 inh – inhibitors of human USP1/UAF1 deubiquitinase; O94782; hit rate 0.23% among 390,000; AID 743255; Potency, µM (top dose mostly 57.1 µM), without a hit: at the top dose activity change, negative = inhibition, most hits filed as inhibitors; recombinant USP1/UAF1, Ub-Rhodamine cleavage fluorescence; also: potency is read from the fitted curve at half-maximal effect; % is scaled to controls: 0 for no effect and ±100 for the full control effect; nearly all actives have a fitted effect of over 60% in size; inactives centre near -12
#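 Step one: compound is pinned into 1nM USP1/UAF1 in HEPES pH 7.8 buffer with TCEP. Step two: 15 min room-temperature incubation. Step three: Ub-Rho (150nM final) starts cleavage, tracked by fluorescence over six one-minute reads.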
# TRHR agonist – TRH receptor (human) agonism. TRHR cells, calcium flux fluo-8, FDSS agonist mode. activation, % at 2 µM. hit rate 0.18% among 360,000. AID 493084. P34981; in the data active = activation above about 30%; also: 0% is about no effect
#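 Steps: seed TRHR cells overnight; add fluo-8 no-wash Ca dye, RT 30 min–1.5 h; record 10 s baseline; pin-transfer compounds; monitor fluorescence 1 cycle/s for the agonist window. Calcium increases flag candidate agonists.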
# Pin1 inh – inhibitors of human Pin1; Pin1 FP peptide displacement, HiFluor488, 10 min; Potency, µM (titrated, usually from 115 µM), without a hit: at the highest dose activity, negative = inhibition, actives largely listed as inhibitors; hit rate 0.009% among 390,000; AID 504891; active = well fitted inhibition curve with a large enough effect in the polarisation, with a control signal flat, not every such curve was filed as active; inconclusive = small, poorly fitted or top-dose-only effect, or effect the other way, or a change in a side signal; inactive = no such curve, though single readings can be large or run the other way; the % refers to the polarisation; also: potency is read from the fitted curve at half-maximal effect; % is scaled to controls: 0 for no effect and ±100 for the full control effect
# Target sequence (Q13526 whole entry, looked up): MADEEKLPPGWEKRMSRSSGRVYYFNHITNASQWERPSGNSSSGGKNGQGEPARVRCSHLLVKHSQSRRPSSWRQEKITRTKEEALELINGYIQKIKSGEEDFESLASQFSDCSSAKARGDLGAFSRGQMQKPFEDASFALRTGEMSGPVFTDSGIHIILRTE
# D2 antag – D2 dopamine receptor (human) antagonism | P14416 | HEK293 TREx D2 cells, calcium flux, dopamine EC80 | inhibition, % at 10 µM | hit rate 2% among 340,000; in the data active = inhibition above about 30%; also: 0% is about no effect
#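 Tetracycline-induced HEK293 TREx cells expressing D2 receptor forced-coupled to calcium signalling, loaded with no-wash calcium dye. Compounds added and calcium flux read 180 s, then dopamine added at EC80 and read a further 180 s.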
# D2 agonist – D2 dopamine receptor (human) agonism | HEK293 T-REx D2 cells, calcium flux agonist mode | activation, % at 2 µM | hit rate 0.53% among 340,000;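 active = activation over 3 SD above normal in the single-dose calcium agonist read, cut at about 30% in these data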; also: 0% is about no effect
#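 Calcium-flux readout, 1 cycle/sec over 180 s following compound pin transfer, in inducible HEK293 Trex D2 cells (force-coupled); dopamine controls included. Positive calcium responses during this window marked compounds as potential agonists.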
# TrxR1 substrate – substrates of rat thioredoxin reductase 1 | purified TrxR1 substrate turnover, NADPH consumption readout | Potency, µM (doses to about 114 µM), for the others: top-dose activity change, negative = substrate turnover | O89049 | hit rate 0.01% among 390,000; also: potency is read from the fitted curve at half-maximal effect; % is scaled to controls: 0 for no effect and ±100 for the full control effect; nearly all actives have a fitted effect of over 50% in size
#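 Rat TrxR1, dispensed at 90 nM, was prereduced with 400 uM NADPH (final) for 5 min at ~22 deg C, then incubated with compound 15 min before 400 uM selenite. A first-read NADPH fluorescence drop versus no-compound background flagged substrates.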
# * marks the source's active call; other numbers are inactive results; ? = inconclusive; / = no result given; [ ] = remark or other dose. Unless noted, calls follow the shape of the dose curve; as a rule, active = well fitted inhibition curve with a large enough effect; inconclusive = small, poorly fitted or top-dose-only effect; inactive = no such curve, though single readings can be large or run the other way. Some of the compounds tested. The share of hits here may be higher or lower than overall.
SMILES,TRHR enhancer,rTrxR1 inhibitor,IDH1 R132H inh,USP1 inh,TRHR agonist,Pin1 inh,D2 antag,D2 agonist,TrxR1 substrate
CCOc1cc(N2CCOCC2)c(OCC)cc1NC(=O)c1oc2ccccc2c1C,11,37%[57.1 µM],9%,-28%,-1.0,-4%,-14,0.8,8%[57.1 µM]
CCOc1ccc(-c2nonc2NC(=O)c2oc3cc(Br)ccc3c2C)cc1,4,-28%,-12%,-21%,-2.6,3%,/,-2.0,-17%
CCOC(=O)N1CCC(NC(=O)c2ccc3c(c2)ncn3C2CCCC2)CC1,-7,10%,-11%,-13%,-0.3,-2%,3,0.4,-2%
O=C(O)c1ccccc1/C=N/NC(=O)C1CCCCC1,2,10%,3%,-5%,0.0,0%,-8,1.6,4%
CCC(CC)C(=O)c1c[nH]c(C(=O)NCc2cccnc2)c1,3,19%[57.1 µM],3%,1%,0.2,-9%,-14,-1.6,9%[57.1 µM]
O=[N+]([O-])c1cccc(N(CC2CO2)S(=O)(=O)c2ccccc2)c1 (stereo unspecified),-4,-9%,3%,-8%,-0.5,?,0,-3.1,8%
CC(=O)Nc1sc(/C(C#N)=C/c2ccc(Cl)c(Cl)c2)nc1-c1ccc(C)cc1,-1,-3%,0%,17%,68*,?,2,-1.6,-4%
COCCCNC(=O)CSc1nc2ccccc2c(=O)n1CCCC(=O)NCC1CCCO1 (stereo unspecified),2,15%,1%,-20%,-0.8,-7%,3,-0.7,3%
N#CC1=C(N)Oc2cc(O)ccc2C1C1CCCCC1 (stereo unspecified),-1,23%[57.1 µM],1%,-28%,0.1,-13%,4,-1.1,12%[57.1 µM]
COc1ccc(C(=O)CCc2ccccc2)c(O)c1,/,22%,2%,-20%,/,-1%,/,/,0%
O=C(CN(Cc1ccco1)C(=O)CNS(=O)(=O)c1ccccc1)NC1CCCCC1,-1,-16%,4%,-4%,-0.4,-5%,-6,0.1,-9%
CCC(Sc1nc2ccncc2[nH]1)C(=O)Nc1cc(C)ccc1C (stereo unspecified),9,-3%,9%,-3%,-0.3,-2%,/,1.0,0%
COc1ccc(S(=O)(=O)N2CCOCC2)cc1NC(=O)CCCOc1ccc(Cl)cc1C,-3,22%,6%,-14%,1.0,18%,-13,1.0,7%
CCN(CC)S(=O)(=O)c1ccc2c(c1)nc(CN(C)C(=O)Nc1ccc(F)cc1)n2C,1,-16%[57.1 µM],0%,-21%,0.0,1%,/,1.1,-8%[57.1 µM]
O=C(COC(=O)C1(c2ccccc2F)CCCC1)N1CCNC1=O,4,6%[57.1 µM],16%,-13%,-0.4,4%,1,-0.1,4%[57.1 µM]
COc1cc(C(=O)NC(=S)Nc2ccc3c(c2)C(=O)N(C)C3=O)cc(OC)c1OC,-3,-18%,1%,-6%,-0.1,-8%,-4,0.3,-11%
N#Cc1ccc(C(=O)OCC(=O)N2CCN(C(=O)c3ccco3)CC2)cc1,/,-1%[2.29 µM],0%,-26%,/,1%,/,/,11%[57.1 µM]
COc1ccc(C(=O)NC(Cc2ccc(OC(=O)c3ccc(OC)cc3)cc2)C(=O)O)cc1 (stereo unspecified),12,7%,-2%,-15%,0.2,-4%,3,-0.4,7%
CC(/C=N/NC(=O)Cn1cnc2ccccc21)=C\c1ccccc1,-7,0%,-11%,-6%,-0.5,-2%,11,-1.6,-8%
COc1ccc(/C=C2\OC(=O)c3c(OC)cccc32)cc1OC,6,-30%,3%,-5%,-0.8,2%,6,0.2,27%
COc1ccc(NC(=O)CCCSc2nc(-c3ccco3)cc(C(F)(F)F)n2)c(OC)c1,15,6%,0%,-21%,-1.0,-5%,/,-0.4,-1%
CCOC(=O)c1sc(NC(=O)CSc2nnnn2-c2ccc(C)cc2C)nc1C,-2,-1%,5%,-14%,0.0,1%,-6,1.2,-4%
COc1ccc(N2CCN(S(=O)(=O)CCNC(=O)c3ccc4c(c3)OCO4)CC2)cc1,-5,-13%,8%,-15%,-0.5,-2%,-2,1.2,13%[57.1 µM]
COC(=O)[C@@H](NCc1cccc(CN([C@H](C(=O)OC)C(C)C)S(C)(=O)=O)c1)C(C)C,0,4%,-2%,-17%,0.2,3%,-21,-0.3,10%
Cc1ccc2cccc(S(=O)(=O)NC3CCS(=O)(=O)C3)c2n1 (stereo unspecified),-6,19%,7%,1%,0.1,0%,-5,-0.7,8%
SMILES,TRHR enhancer,rTrxR1 inhibitor,IDH1 R132H inh,USP1 inh,TRHR agonist,Pin1 inh,D2 antag,D2 agonist,TrxR1 substrate
COc1ccc(CNC(=O)CCCC2=NS(=O)(=O)c3ccccc3N2)cc1,9,15%,-10%,-2%,-1.0,3%,-4,-0.2,0%
CCCCC(=O)Nc1ccccc1N1CCOCC1,-4,0%[57.1 µM],0%,-13%,1.1,2%,1,-0.2,-3%[57.1 µM]
CCNC(=O)N1C(=O)C2(OCCO2)c2cc(Br)ccc21,3,1%[57.1 µM],12%,-21%,0.7,-1%,9,1.0,14%[57.1 µM]
CCN(CC)c1ccc(NC(=O)Cn2c(C(C)NC(=O)c3ccc(C)cc3)nc3ccccc32)cc1 (stereo unspecified),-4,13%[57.1 µM],5%,-11%,-0.2,1%,3,0.0,-4%[57.1 µM]
Brc1ccc(C2=Nn3c(nnc3-c3n[nH]c4c3CCC4)SC2)cc1,-4,-11%,?,-10%,-0.6,-2%,11,-0.5,-11%
COCCNC(=O)COC(=O)C1=Cc2ccccc2OC1,9,-15%[11.4 µM],2%,-16%,1.0,-7%,/,/,-1%[11.4 µM]
CCCCNC(=O)N1CCN(C/C=C/c2ccccc2)CC1,4,22%,12%,-8%,0.3,-10%,-12,0.6,5%
Oc1ccccc1/C=N/n1cnnc1,0,4%,4%,-11%,-0.2,3%,16,0.5,3%
COc1cccc(NC(=O)N2CCC(N3CCCCC3)CC2)c1,21,-1%,0%,-8%,0.8,2%,7,1.0,-2%
COc1cc2c(=O)n(CC3CCCO3)c(=O)n(CC(=O)Nc3ccccc3)c2cc1OC (stereo unspecified),6,9%,-6%,-16%,-0.3,-8%,-6,-0.9,23%
O=C(OCC1CC(c2ccccc2Cl)=NO1)c1ccc(Br)cc1 (stereo unspecified),-20,2%[57.1 µM],2%,-11%,0.7,3%,-2,0.3,7%[57.1 µM]
CC(C)C(=O)Nc1ccc2c(c1)nc(CCN1CCN(c3ccccn3)CC1)n2C,-4,11%,1%,-22%,0.3,-2%,33*,67*,4%
Cn1cc([C@@H]2C[C@H]3CN(Cc4cccc(Cl)c4)C(=O)[C@]34CCCN24)c2ccccc21,0,?,-12%,-2%,0.6,60%[activator],1,-0.2,3%
COc1cc(Br)ccc1C1CC(=O)C(C)C(c2ccc(Br)cc2OC)N1 (stereo unspecified),15,25%,14%,-21%,0.2,3%,-9,0.1,3%
CCCn1c(SCC(=O)N2CCc3ccccc3C2)nc(O)cc1=O,/,35%,0%,0%,/,79%[activator],/,/,0%
Cc1cccc(NS(=O)(=O)Cc2ccccc2)c1C,4,12%,6%,-5%,0.2,-7%,6,0.4,-4%
CCCn1c(-c2ccc(C(=O)OC)cc2)nc2c1c(=O)[nH]c(=O)n2Cc1ccccc1,-8,5%,-9%,-20%,-0.3,0%,-6,-0.7,28%
O=[N+]([O-])c1ccc2nnn(O)c2c1,3,2%,6%,-20%,-0.3,0%,-2,-1.2,-5%
O=C(NNS(=O)(=O)c1ccccc1)C(O)(c1ccccc1)c1ccccc1,-2,-5%,4%,-7%,-0.6,-6%,2,-0.5,-9%
CCCn1nc(NC(=O)C(C)C)c2cc3cc(OC)ccc3nc21,-2,28%,18%,-8%,0.4,3%,-5,1.6,17%
COCCn1nnnc1CN(CCc1ccccc1)Cc1cc2ccc(C)cc2[nH]c1=O,6,-6%,1%,-7%,0.2,-9%,-5,0.1,-6%
O=C(N/C(=C\c1ccccc1)C(=O)N1CCOCC1)c1ccccc1Br,-4,29%,-4%,-12%,0.1,-2%,-11,0.5,3%

# Molecules from the list above that have a cyano group (three):
SMILES,TRHR enhancer,rTrxR1 inhibitor,IDH1 R132H inh,USP1 inh,TRHR agonist,Pin1 inh,D2 antag,D2 agonist,TrxR1 substrate
CC(=O)Nc1sc(/C(C#N)=C/c2ccc(Cl)c(Cl)c2)nc1-c1ccc(C)cc1,-1,-3%,0%,17%,68*,?,2,-1.6,-4%
N#CC1=C(N)Oc2cc(O)ccc2C1C1CCCCC1 (stereo unspecified),-1,23%[57.1 µM],1%,-28%,0.1,-13%,4,-1.1,12%[57.1 µM]
N#Cc1ccc(C(=O)OCC(=O)N2CCN(C(=O)c3ccco3)CC2)cc1,/,-1%[2.29 µM],0%,-26%,/,1%,/,/,11%[57.1 µM]

# Compounds shown so far that have fluorine:
SMILES,TRHR enhancer,rTrxR1 inhibitor,IDH1 R132H inh,USP1 inh,TRHR agonist,Pin1 inh,D2 antag,D2 agonist,TrxR1 substrate
CCN(CC)S(=O)(=O)c1ccc2c(c1)nc(CN(C)C(=O)Nc1ccc(F)cc1)n2C,1,-16%[57.1 µM],0%,-21%,0.0,1%,/,1.1,-8%[57.1 µM]
O=C(COC(=O)C1(c2ccccc2F)CCCC1)N1CCNC1=O,4,6%[57.1 µM],16%,-13%,-0.4,4%,1,-0.1,4%[57.1 µM]
COc1ccc(NC(=O)CCCSc2nc(-c3ccco3)cc(C(F)(F)F)n2)c(OC)c1,15,6%,0%,-21%,-1.0,-5%,/,-0.4,-1%

# Assay outcomes: PubChem BioAssay, National Center for Advancing Translational Sciences (NCATS)
